NIH3T3 tox = cytotoxic compounds in NIH 3T3 cells; NIH 3T3 viability, CellTiter-Glo ATP luminescence, 48-72 h; Potency, µM (series often up to 96.7 µM), for inactives: at the highest dose activity change, negative = cytotoxicity, hits mostly inhibitors; 94,000 compounds, 4.3% hits; also: potency is read from the fitted curve at half-maximal effect; nearly all actives have a fitted effect of over 55% in size
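First NIH 3T3 cells are plated at 400 cells/well; next compound is pinned in; then plates incubate 48 or 72 hr at 37 °C; finally CellTiter-Glo is added and luminescence read after 10 min.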
GPT2 inh = inhibitors of human GPT2 alanine aminotransferase | Q8TD30 | Recombinant GPT2, coupled pyruvate oxidase/HRP Amplex Red fluorescence | Potency, µM (series often up to 57.7 µM), for the others: at the highest dose activity change, negative = inhibition, most hits filed as inhibitors | 100,000 compounds, 0.25% hits; also: potency is read from the fitted curve at half-maximal effect; nearly all actives have a fitted effect of over 60% in size; many of its hits are not listed in these tables
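Recombinant GPT2 (10ng/uL) with 250uM a-KG and 2mM L-alanine, 30 min at room temperature, in HEPES pH 7.5 buffer. Pyruvate detected by pyruvate oxidase/HRP/Amplex Red fluorescence after 30 min in the dark; AOA (50uM) as positive control.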
Luciferase inh = blocks purified firefly luciferase enzyme activity | 76,000 compounds, 2.5% hits | Potency, µM (top dose mostly 115 µM), for inactives: top-dose activity change, negative = inhibition, actives largely listed as inhibitors | AID 1347043 | purified P. pyralis luciferase, luminescence, biochemical; also: potency is read from the fitted curve at half-maximal effect; nearly all actives have a fitted effect of over 65% in size
Target sequence (P08659 whole entry, looked up): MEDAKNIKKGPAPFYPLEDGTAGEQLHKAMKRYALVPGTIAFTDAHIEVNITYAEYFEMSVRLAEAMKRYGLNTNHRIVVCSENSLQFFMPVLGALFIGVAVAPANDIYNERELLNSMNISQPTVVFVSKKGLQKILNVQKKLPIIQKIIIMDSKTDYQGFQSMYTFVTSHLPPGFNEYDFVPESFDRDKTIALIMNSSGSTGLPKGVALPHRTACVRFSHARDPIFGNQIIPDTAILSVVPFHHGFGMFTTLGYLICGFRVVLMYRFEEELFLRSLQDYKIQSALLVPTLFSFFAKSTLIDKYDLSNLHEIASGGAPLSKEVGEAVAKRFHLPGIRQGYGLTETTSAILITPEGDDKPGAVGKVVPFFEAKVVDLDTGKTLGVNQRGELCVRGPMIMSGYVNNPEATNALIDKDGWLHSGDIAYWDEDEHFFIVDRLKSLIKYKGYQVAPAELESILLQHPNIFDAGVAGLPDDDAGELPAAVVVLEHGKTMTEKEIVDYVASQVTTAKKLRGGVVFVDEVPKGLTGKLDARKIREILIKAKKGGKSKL
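Purified 10nM P. pyralis luciferase with 10uM D-luciferin and 10uM ATP in 50mM Tris acetate pH 7.5, 10mM Mg acetate, 0.01% Tween-20, 0.05% BSA. qHTS titration; luminescence read by CCD imager.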
HEK293 viab = cell viability loss counter-screen; HEK-293-SNCA-luc viability, GF-AFC fluorescence, 24 h; Potency, µM (doses to about 57.1 µM), inactives show at the highest dose activity change, negative = cytotoxicity, actives largely listed as cytotoxic; AID 1671193; 150,000 compounds, 0.12% hits;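 also: potency is read from the fitted curve at half-maximal effect; 0% = DMSO-treated cells and -100% = medium-only wells without cells; nearly all actives have a fitted effect of over 30% in size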
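Cytotoxicity counterscreen: after 24 h compound treatment of genome-edited SNCA-luciferase HEK-293 cells, live-cell protease substrate GF-AFC read by fluorescence after 30 min; activity scaled between DMSO (0%) and medium-only (-100%), curves Hill-fitted.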
HEK cytotox = kills HEK 293 cells; HEK 293 viability, ATP luminescence (CellTiter-Glo), 48-72 h; Potency, µM (series often up to 115 µM), without a hit: at the highest dose activity change, negative = cytotoxicity, actives largely listed as inhibitors; 94,000 compounds, 6.6% hits; also: potency is read from the fitted curve at half-maximal effect; nearly all actives have a fitted effect of over 60% in size
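Cytotoxicity was scored by loss of ATP-coupled luminescence (CellTiter-Glo) in HEK 293 cells. Compound treatment ran 48 or 72 hr at 37 degree Celsius, 5% CO2, 95% humidity.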
SNCA expr inh = reduces expression of the alpha-synuclein gene | HEK-293 SNCA-luciferase knock-in, luminescence, 24 h | Potency, µM (series often up to 57.2 µM), inactives show at the highest dose activity change, negative = inhibition, hits mostly inhibitors | 140,000 compounds, 0.17% hits;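 also: potency is read from the fitted curve at half-maximal effect; plate controls were DMSO cells for no effect and cell-free wells for full effect; nearly all actives have a fitted effect of over 45% in size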
IP6K1 inh = inhibitors of human IP6K1. Q92551. IP6K1 kinase, ADP-Glo luminescence, 2 h; active compounds read low. activity change, % (series mostly up to about 58 µM). 140,000 compounds, 0.81% hits; in the data active = activity change below about -25%
Target sequence (Q92551 whole entry, looked up): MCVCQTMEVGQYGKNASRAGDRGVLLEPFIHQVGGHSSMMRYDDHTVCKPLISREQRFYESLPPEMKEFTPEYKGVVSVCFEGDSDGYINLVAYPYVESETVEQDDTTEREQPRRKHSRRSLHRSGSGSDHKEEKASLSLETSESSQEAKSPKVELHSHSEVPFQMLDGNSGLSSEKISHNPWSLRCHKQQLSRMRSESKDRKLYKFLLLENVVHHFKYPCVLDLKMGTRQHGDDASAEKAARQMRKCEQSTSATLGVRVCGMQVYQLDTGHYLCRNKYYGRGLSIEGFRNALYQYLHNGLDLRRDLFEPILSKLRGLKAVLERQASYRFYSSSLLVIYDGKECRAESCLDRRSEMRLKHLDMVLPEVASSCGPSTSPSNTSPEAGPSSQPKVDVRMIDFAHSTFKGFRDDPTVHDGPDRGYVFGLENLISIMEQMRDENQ
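ADP-Glo luminescence measures ADP made by human IP6K1 during a 2 h RT reaction with ATP/IP6 (mix at 1.3 mM/130 uM); top library doses 57.5 and 19.1 uM final.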
Numbers without * were called inactive; i = inactive; ? = inconclusive; · = not tested or not shown; [ ] = another dose, or the depositor's remark. Unless noted, calls follow the shape of the dose curve; as a rule, active = well fitted curve in the direction sought with a large enough effect; inconclusive = small, poorly fitted or top-dose-only effect, or another doubt; inactive = no such curve, though single readings can be large; an effect the other way counts as inactive or inconclusive. Unless noted, % is scaled to controls: 0 for no effect and ±100 for the full control effect. A portion of the library; rates above refer to the full screens.

SMILES	NIH3T3 tox	GPT2 inh	Luciferase inh	HEK293 viab	HEK cytotox	SNCA expr inh	IP6K1 inh
O=C(Nc1nn(CC(F)(F)F)c2cccc(Oc3cccnc3)c12)c1cocn1	-28.9%	i	-21.3%	-3.4%	-17.8%	28.7%	-2.9
COC(=O)Cc1c(C)nc2nc(-c3ccc(C)cc3)[nH]n2c1=O	·	·	·	-4.9%	·	37.3%	21.4
O=C1NCCCC[C@@H]1Nc1ccc(-c2nc(COc3ccccc3)no2)cn1	-12.5%	-11.6%	?	2.5%	?	16.4%	2.5
CN(Cc1ccccc1CN1CCCC1)c1nccc(-c2ccccn2)n1	?	0.2%	-0.2%	-11.9%	?	9.4%	-1.9
Cn1ncc2c(C(=O)NCc3ccc(F)cc3F)cc(-c3ccccc3F)nc21	?	·	·	·	?	·	1.2
COCC(=O)N1CCCC(C(=O)N2CCC(c3nc4ncccc4[nH]3)C2)C1 (stereo not given)	-20.6%	2.8%	·	6.3%	0.0%	25.9%	23.5
Fc1ccc2nc(CO[C@H]3CN(Cc4cccnc4)C[C@H]3F)[nH]c2c1	-9.1%[174 µM]	i	-6.4%[172 µM]	3.7%[87.6 µM]	-13.5%[172 µM]	33.1%[activator][87.6 µM]	1.6
COCc1cc(=O)n(CC(=O)Nc2ccc(C)cc2C)c(N2CCOCC2)n1	i	1.2%	-3.7%	13.5%	-5.0%	17.4%	12.9
COCCC(=O)N1C[C@@H](COc2cccnc2)[C@H](c2ccncc2)C1	-6.7%	i	0.9%	1.1%	-4.4%	-27.6%	7.0
c1ccc(CC2=NOC3(CCN(CC4CC4)CC3)C2)cc1	2.4%[138 µM]	1.2%[88.5 µM]	·	-6.9%[87.6 µM]	2.9%[172 µM]	?	-8.0
O=C(N[C@H]1CO[C@H]2[C@@H]1OC[C@@H]2Nc1nccc(-c2ccc(-c3ccccc3)cc2)n1)c1ccc2c(c1)OCO2	-6.3%	i	8.1%	2.8%	0.3%	15.2%	-10.6
CCOC(=O)N1CCN(C(=O)c2cnn(-c3cccc(F)c3)c2-n2cccc2)CC1	·	·	·	8.1%	·	-7.0%	4.6
CCC1(C(=O)NCc2ccc(OC(C)C)cc2)CCCCC(=O)N1 (stereo not given)	i	i	-7.4%	3.7%	-6.8%	-7.6%	0.0
Cc1cc2nc3n(c(=O)c2n1CC(=O)Nc1cccc(C(F)(F)F)c1)CCCC3	-24.2%	i	2.4%	-5.5%	28.2µM*	-26.1%	-3.1
COc1cccc(NC(=O)N2CC(C(=O)N(C)C)C3(CCOCC3)C2)c1 (stereo not given)	-12.3%	i	-11.6%	0.1%	-5.3%	-9.7%	30.7
Cc1ccc(NC(=O)Cn2c(C)cc3nc4n(c(=O)c32)CCCCC4)cc1Cl	39.8µM*	i	7.5%	?	28.2µM*	-27.4%	0.0
Cc1ccc(C(C(=O)N2CCC(Cc3noc(C)n3)CC2)N(C)C)cc1 (stereo not given)	-20.6%	2.3%[11.5 µM]	-2.5%	-0.1%	-12.5%	18.6%	-27.0*
COc1ccc(-c2noc([C@@H](C)NC(=O)C3CCOCC3)c2C(=O)O)cc1	-26.6%[138 µM]	i	-26.8%[172 µM]	-5.0%[87.6 µM]	?	13.8%[87.6 µM]	-9.3
Cc1nc(Nc2ccc(F)cc2)nc(N2CCc3ccccc3C2C)c1C (stereo not given)	·	1.0%	·	-13.5%	·	·	8.3
CN(Cc1ccccc1)Cc1cc(C[C@@H]2C[C@H](NC(=O)C3CCC3)C2(C)C)no1	?	?	29.9%[172 µM]	-14.4%[87.6 µM]	35.5µM*	?	-1.5
COc1ccc(NC(=O)Cn2c(=O)n(-c3ccc(F)cc3)c(=O)c3c2cc(C)n3C)c(OC)c1	i	i	-1.0%	-20.9%	?	13.5%	22.9
O=S(=O)(c1cccc2nsnc12)N1CCC2(CCC2N2CCOCC2)CC1 (stereo not given)	-5.1%	-6.5%	·	0.1%	-8.9%	-16.6%	5.2
O=c1n(-c2ccc(Cl)cc2)nc2n1CCN(Cc1ccsc1)C2	?	i	·	?	?	3.9%	-4.8
CCNC(=O)N(C1CC1)C1CCOC2(CCN(C(=O)c3cnc(C)cn3)CC2)C1 (stereo not given)	-9.2%	i	-2.8%	1.0%	-8.9%	-22.9%	-12.7
Cn1nc(C2CCN(C(=O)CCC3CCCC3)CC2)c2c1CCOC2	?	?	3.2%	-1.3%	-24.5%	5.2%	2.7

Single records, from the list above.
O=C(Nc1nn(CC(F)(F)F)c2cccc(Oc3cccnc3)c12)c1cocn1 as listed: NIH3T3 tox: -28.9%; GPT2 inh: i; Luciferase inh: -21.3%; HEK293 viab: -3.4%; HEK cytotox: -17.8%; SNCA expr inh: 28.7%; IP6K1 inh: -2.9
CN(Cc1ccccc1)Cc1cc(C[C@@H]2C[C@H](NC(=O)C3CCC3)C2(C)C)no1 as listed: NIH3T3 tox: ?; GPT2 inh: ?; Luciferase inh: 29.9%[172 µM]; HEK293 viab: -14.4%[87.6 µM]; HEK cytotox: 35.5µM*; SNCA expr inh: ?; IP6K1 inh: -1.5

The list continues.
SMILES	NIH3T3 tox	GPT2 inh	Luciferase inh	HEK293 viab	HEK cytotox	SNCA expr inh	IP6K1 inh
O=C(Cn1c(-c2cccs2)cc2ccccc21)N1CCN(c2ccc(Cl)cc2)CC1	·	·	·	-5.9%	·	4.7%	6.6
CC(=O)Nc1cccc2nc(CN3CCN(C(C)C)C(CCO)C3)ccc12 (stereo not given)	-15.3%	-17.9%	0.3%	1.8%	-1.2%	-15.5%	2.9
CCOC(=O)c1ccccc1NC(=O)Cn1c2ncccc2c(=O)n1-c1ccccc1	·	·	·	-7.6%	·	19.3%	-1.4
COc1cc(C(=O)NC2CCCN(c3ncccn3)C2)cc(OC)c1OC (stereo not given)	?	i	10.3%	1.3%	-18.7%	10.0%	34.7
Cc1oc2c(c1C(=O)N1CCCC1)CN(Cc1cccc(F)c1)CC2	-19.3%	2.4%	-7.7%	-7.3%	?	-5.6%	-8.4
COc1cc(NC(=O)COCc2cc(-c3ccc4c(c3)OCO4)on2)cc(OC)c1	·	·	·	-5.3%	·	-7.8%	10.6
CCNC(=O)N1CCCC1c1noc(CCC(=O)NC(CC)CC)n1 (stereo not given)	-4.2%	-1.9%	-27.9%	6.7%	9.1%	-10.9%	10.9
CCc1ccccc1Nc1nn2c(=O)c3ccc(C(=O)NCc4ccccc4OC)cc3nc2s1	·	·	·	-19.9%	·	?	-0.5
CCOC(=O)c1ccc(NC(=O)N2Cc3[nH]cnc3C[C@H]2c2nc(C(C)C)no2)cc1	100µM*	1.9%[88.5 µM]	-3.3%[172 µM]	-2.2%[87.6 µM]	?	6.6%[87.6 µM]	-3.0
COc1ccc(CNc2ncnc3c2CN(C2CCCNCC2)C(=O)CN3C)cc1 (stereo not given)	-3.0%	i	·	1.1%	-2.7%	1.6%	-1.6
O=C(COc1ccc(-c2nnc3n2CCCC3)cc1)N1CCN(c2ccc(F)cc2)CC1	i	i	4.7%	3.0%	9.7%	?	20.7
Cc1noc2c(NCCN3CCOCC3)cc(-c3cccc(C(F)(F)F)c3)nc12	?	-11.4%[88.5 µM]	3.0%[172 µM]	5.7%[87.6 µM]	?	-2.5%[87.6 µM]	-5.4
O=C(NCc1cccc(C(F)(F)F)c1)c1ccc2nnc(-c3ccc(OC(F)(F)F)cc3)n2c1	?	i	·	-10.9%	?	-24.3%	-10.7
COc1cccc(N2CC(NC(=O)C3CCCCC3)CC2=O)c1 (stereo not given)	·	·	·	-3.7%	·	-19.3%	31.4
CN(Cc1cccnc1)C(=O)[C@H]1C[C@@H](C(=O)O)N(C)[C@H]1c1cccc(F)c1F	i	0.9%	-5.3%	7.3%	i	16.9%	-13.9
Cc1ccc(-c2ccc3nnc(CNC(=O)c4ccco4)n3n2)cc1C	?	i	3.7%	0.1%	i	4.1%	-10.8
CC1=CCN(C(=O)C2C3C(=O)N(Cc4cccnc4)C[C@@]34C=C[C@@H]2O4)CC1 (stereo not given in full)	?	i[11.5 µM]	-7.9%	-4.4%	-0.8%	15.9%	-9.7
COc1ccc(OCC2(C)COc3ccc(C(=O)NC4CCC(O)CC4)cc3N2)cc1 (stereo not given)	?	-2.0%[88.5 µM]	6.4%[172 µM]	?	?	?	-14.9
COc1ccccc1N1CCN(C(=O)Cn2c(=O)n3nc(-c4ccc(C)cc4)nc3c3ccccc32)CC1	·	·	·	8.2%	·	21.9%	14.6
Cc1nc(N=Nc2ccc(S(=O)(=O)O)cc2S(=O)(=O)O)c(COP(=O)(O)O)c(C=O)c1O	·	1.8%	·	4.0%	·	14.7%	·
CSc1cccc(NC(=O)N[C@H]2CCN(C(=O)c3cnccn3)[C@@H]2C(=O)N[C@@H](Cc2cccs2)C(N)=O)c1	0.5%	2.0%	-0.2%	2.6%	-2.4%	0.1%	9.1
CCC(CC)N(CC)C(=O)CC1C(=O)NCCN1Cc1ccc(C)o1 (stereo not given)	i	-3.0%	5.2%	-9.8%	i	13.0%	3.9
COc1ccccc1C(=O)N1CCC2(CC1)CC(N(C1CC1)S(C)(=O)=O)CCO2 (stereo not given)	?	i	-9.2%	-2.1%	?	14.9%	17.6
COc1ccc(-c2noc(-c3cccn3CC(=O)Nc3ccccc3)n2)cc1F	-10.0%	-5.2%	0.7%	1.6%	-1.1%	117.7%[activator]	-9.2
CCN1C(=O)C2(CCN(C(=O)NCCC(C)C)CC2)c2ccccc21	-1.3%	i	-2.3%	4.7%	-12.2%	46.7%[activator]	5.4

Further entries follow:
SMILES	NIH3T3 tox	GPT2 inh	Luciferase inh	HEK293 viab	HEK cytotox	SNCA expr inh	IP6K1 inh
CC(=O)c1ccc(NC(=O)COCc2cc(-c3ccc(F)cc3)on2)cc1	·	·	·	-2.4%	·	-0.7%	9.7
CCn1nccc1C(=O)N1CCn2nnc(CCC(=O)NCc3ccccc3)c2C1	i	i	-1.9%	5.2%	i	-8.7%	-1.2
CCN(CC)C(=O)C1N(C(C)C)C(=O)C12CCCC2 (stereo not given)	i	i	0.9%	-3.3%	0.0%	?	-9.8
O=C(NCC(c1cccnc1)N1CCc2ccccc21)c1cccc(Br)c1 (stereo not given)	·	·	·	-15.3%	·	-10.1%	4.0
O=C(NC1CC(=O)N(c2cccc(F)c2)C1)C1CC1 (stereo not given)	·	·	·	-7.1%	·	7.3%	5.7
Cc1ccc(NC(=O)N2CCC(CCN)CC2)cc1	3.5%	1.7%	-8.6%	-4.8%	8.0%	28.6%	-0.9
COc1ccccc1-c1nccn1-c1ccc(CC(=O)NC2CC2)cc1	-19.8%	-7.9%	6.1%	9.6%	-11.3%	-13.7%	12.8
O=C(c1ccccc1F)N1CCCC(C(=O)N2CCCC2c2nc3ccncc3[nH]2)C1 (stereo not given)	-8.5%	?	·	1.0%	i	2.5%	0.1
Cc1ccc2nc(COCC(=O)N3CCn4nc(CO)cc4C3)[nH]c2c1	0.1%	i	-20.3%	0.7%	i	9.6%	30.0

Source: PubChem
